DT40 TDP1 CPT: qHTS for Inhibitors of human tyrosyl-DNA phosphodiesterase 1 (TDP1): qHTS in cells in presence of CPT; chicken DT40 Tdp1-/-;hTDP1 cells + 20 nM CPT, ATP luminescence, 48 h; Potency, µM (doses to about 46.2 µM), without a hit: at the top dose activity change, negative = growth inhibition, actives largely listed as inhibitors; 420,000 compounds, 12% hits; active = well fitted inhibition curve with a large enough effect; inconclusive = small, poorly fitted or top-dose-only effect; note: nearly all actives have a fitted effect of over 55% in size
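Chicken DT40 Tdp1-/- cells complemented with human TDP1, 400 cells/well, exposed to compounds plus 20 nM camptothecin for at least 48 h at 37 C; viability read as ATP content by CellTiter-Glo luminescence.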
* = called active by the depositor; ? = inconclusive; [ ] = remark or other dose. % is set by controls: 0 for no effect and ±100 for the full control effect; potency is the fitted concentration of half-maximal effect.

SMILES | DT40 TDP1 CPT
COc1cc(Cc2nc3ccccc3n2C(C)c2nc3ccccc3[nH]2)cc(OC)c1 (centres undefined) | 18.4µM*
CC1(C(=O)N2CCCCC2)CCN1C(=O)C1(c2ccccc2)CC1 (centres undefined) | 0.5%
CC(C)CC1C(=O)N(Cc2cn(CC3CCCCC3)nn2)CCS(=O)(=O)N1Cc1ccc(-c2cccc(CO)c2)cc1 (centres undefined) | 20.6µM*
Fc1ccc(Nc2cncc(-c3ccsc3)c2)cc1Cl | 16.4µM*
O=C(Nc1ccc2c(c1)OCO2)c1cc(C2CCCN(C(=O)C3CCCCC3)C2)on1 (centres undefined) | 23.1µM*
C[C@H]1CN([C@@H](C)CO)C(=O)CCCn2nncc2CO[C@@H]1CN(C)Cc1ccc(C(=O)O)cc1 | 0.5%
Cc1nnsc1C(=O)NCC1Cc2cccc(-c3ncccn3)c2O1 (centres undefined) | 20.4%[9.04 µM]
CCNC(=O)C1(C)CCN(Cc2ccc(C#N)cc2)C1 (centres undefined) | -9.5%
C[C@H](CO)N1C[C@H](C)[C@H](CN(C)Cc2ccncc2)Oc2cc(-c3ccccc3F)ccc2S1(=O)=O | 14.6µM*
O=C(NC1CCCCC1)C(c1ccc(C(F)(F)F)cc1)n1c(=O)c(-c2cc3ccccc3[nH]2)nc2ccccc21 (centres undefined) | 14.6µM*
C[C@H](NC(=O)c1ncn2c1C(=O)N[C@@H](C)C2)C(=O)OC(C)(C)C | 2.1%
CC(C)(C)c1ccc(S(=O)(=O)NCCN2CCOCC2)cc1 | -21.0%
CSc1nc(N)n2nc(C)cc2n1 | 5.4%
COc1ccc(-c2cn(CC[C@@H]3CC[C@H](NC(=O)Cc4ccccn4)[C@@H](CO)O3)nn2)cc1 | -5.9%
Cc1cc(Br)cn2c(Cc3cccc(F)c3)c(-c3ccc(F)cc3)nc12 | ?
CCOC(=O)C1=CCN(S(=O)(=O)c2ccccc2Br)C1c1ccc(Cl)c(Cl)c1 (centres undefined) | ?
C[C@@H]1CN([C@@H](C)CO)S(=O)(=O)c2ccc(Br)cc2O[C@H]1CN(C)C(=O)c1ccncc1 | 0.6%
COc1ccc(NC(=O)C2Cc3c(-c4cccc(NC(C)=O)c4)ccnc3O2)cc1OC (centres undefined) | ?
CCCCC(=O)N(C)c1c(C)nc2ccc(C(=O)Nc3cccc(OC)c3)cn12 | -29.5%
C[C@@H]1ON(C)[C@H]2C[C@H]3c4[nH]c5ccccc5c4CCN3C[C@@H]12 | 9.4%
COc1ccccc1-c1ccnc(-n2ncc(C(=O)NCCc3ccccn3)c2C)n1 | -2.4%[9.04 µM]
COc1ccccc1C(=O)N/C(=C\c1cn(C)c2ccccc12)C(=O)NCCN1CCOCC1 | -5.5%
CCNC(=O)C1(C)CCCN(C(=O)CCc2cccs2)C1 (centres undefined) | -24.5%
Nc1ccc(CC(N)c2csc(Nc3cc(Oc4ccccc4)ncn3)n2)cc1 (centres undefined) | ?
O=C1c2ccccc2C(c2nnnn2Cc2ccccc2)N1CCCn1ccnc1 (centres undefined) | -14.6%

By substructure, the entries above with a Cl atom (2)
SMILES | DT40 TDP1 CPT
Fc1ccc(Nc2cncc(-c3ccsc3)c2)cc1Cl | 16.4µM*
CCOC(=O)C1=CCN(S(=O)(=O)c2ccccc2Br)C1c1ccc(Cl)c(Cl)c1 (centres undefined) | ?

Next entries follow.
SMILES | DT40 TDP1 CPT
CC1(C(=O)Nc2cccc(Oc3ccccc3)c2)Cc2c(-c3ccc4c(c3)OCO4)ccnc2O1 (centres undefined) | ?
Cc1nc(NCc2c(F)cccc2F)sc1-c1ccn(CCN2CCOCC2)n1 | 10.2%
O=C(NCc1ccc(F)cc1)c1cc(C2CCCCN2S(=O)(=O)c2cccc3cccnc23)on1 (centres undefined) | ?
CC(=O)N1CCN(Cc2cc(=O)oc3cc(C)cc(C)c23)CC1 | -1.7%
Cc1c(C(=O)N2CCCCC2c2cccnc2)sc2ncnc(NCc3cccs3)c12 (centres undefined) | -3.1%
CC(C)CC(N)c1csc(NC(=O)Nc2ccccc2C(C)(C)C)n1 (centres undefined) | ?
COc1ccc(S(=O)(=O)Nc2ccc3c(c2)C(=O)N([C@H](C)CO)C[C@H](C)[C@@H](CN(C)C(=O)Nc2ccc(C(F)(F)F)cc2)OCCCC[C@H](C)O3)cc1 | ?
COc1ccc(OC)c(CN2C(=O)CN(S(C)(=O)=O)CC2(C)C(=O)NCc2ccccc2)c1 (centres undefined) | 13.1%
COc1ccc(F)cc1-c1cc(NC=O)c2ncc(-c3cccc(C(=O)N(C)C)c3)n2c1 | ?
CCCOc1ccc(/C=C/C(=O)N2CCN(C(=O)c3ccco3)CC2)cc1OC | ?
Oc1ccc(C=NNC(=S)Nc2ccccc2)nc1 | 5.17µM*
c1cc(C2OCCO2)cs1 | 2.7%
O=C(Nc1ccccc1F)c1csc(COCCO)n1 | -21.3%
CCOC(=O)[C@]12CCCC=C1N(Cc1cccc3ccccc13)C(=O)[C@H](CC(=O)NCCCCc1ccccc1)C2 | ?
CCCCN(C(=O)CC1CCCC1)c1c(N)n(Cc2ccccc2)c(=O)[nH]c1=O | -10.4%
CC(=O)Nc1ccc(-c2ccnc3c2CC(C(=O)NCCc2ccccc2)O3)cc1 (centres undefined) | ?
COc1ccc(O)c(CN2CCC3(CCC(CNC(=O)c4ccccc4)O3)CC2)c1 (centres undefined) | 2.7%
CC(=O)Nc1ccc(NC(=O)C2(C)Cc3c(-c4ccccc4)ccnc3O2)cc1 (centres undefined) | ?
C#CCOc1ccc(CNC[C@H]2O[C@@H](n3ccc(N)nc3=O)[C@H](O)[C@@H]2O)cc1 | 14.9%
CC1CCC(NC(=O)c2nn(C)c(=O)c3ccccc23)CC1 (centres undefined) | -25.3%
Cc1ccnc(NC(=O)CCNC(=O)c2ccc(Br)cc2)c1 | -3.6%
Cn1cc([C@]2(O)C(=O)Nc3ccc(OC(F)(F)F)cc32)c2ccccc21 | ?
Cc1cc(Br)cn2c(Cc3ccsc3)c(C3CCCCC3)nc12 | ?
COc1cc(-c2cnc3c(NC=O)cc(-c4cccnc4)cn23)cc(OC)c1OC | 2.91µM*
Cc1cccc(S(=O)(=O)NC(=O)C2(C)CCN2C(=O)c2c(C)noc2C)c1 (centres undefined) | 17.8%

More results follow.
SMILES | DT40 TDP1 CPT
CC(C)(C)NC(=O)C(c1ccnc2ccccc12)n1c(=O)c(-c2cc3ccccc3[nH]2)nc2ccccc21 (centres undefined) | ?
O=C(NCCNC(=O)c1cccnc1)c1cccnc1 | 9.0%
CC(C)C(=O)NCC1CCC2(CCN(Cc3ccc(-c4ccccc4Cl)o3)CC2)O1 (centres undefined) | ?
Cn1cccc([N+](=O)[O-])c1=O | -3.2%
Cc1cnc(-n2ncc(C(=O)NCCc3ccccn3)c2C)nc1-c1ccc(F)cc1 | 2.7%[9.04 µM]
O=C(Nc1ccc2c(c1)OCCO2)C1c2ccccc2OCC(=O)N1CCc1ccccc1 (centres undefined) | -0.6%
CN1CCn2cnc(C(=O)Nc3ccc(Cl)cc3)c2C1=O | -1.1%
CC1(C(=O)NCc2ccco2)CCN1C(=O)C1(c2ccccc2)CC1 (centres undefined) | 4.61µM*
CSC[C@H]1CN(c2ccc(Br)cc2)C(=O)[C@@H]1CC(=O)Nc1ccccc1 | -15.5%
O=C(O)c1ccccc1-c1oc2cc(O)ccc2c(=O)c1Oc1ccccc1 | -21.9%[9.04 µM]
O=C(Nc1ccc(F)cc1)C(CCc1ccccc1)N1CCN(Cc2c(F)cccc2Cl)CC1 (centres undefined) | ?
COc1ccc(Cl)cc1-c1cc(C(=O)Nc2ccc(Br)cc2)[nH]n1 | ?
C=CCOc1cccn2c(N(C)C(=O)c3ccc(OC)cc3)c(CC)nc12 | ?
O=C(NCC1CCC2(CCN(Cc3c[nH]c4ccccc34)CC2)O1)C1CCOCC1 (centres undefined) | -7.9%[9.04 µM]
CCOc1ccc(-c2nnc(NC(=O)COc3ccccc3F)o2)cc1 | -22.5%
CCOc1cc(OCC)cc(C(=O)N2CCC[C@H]2C(=O)N2CCC[C@H]2C(=O)N[C@H](C)c2ccccc2)c1 | -25.3%
CCCCNC(=O)C1(C)CCN1Cc1ccc(C(=O)OCC)cc1 (centres undefined) | ?
O=C(c1cc(-c2ccncc2)nc2ccccc12)N1CCCC(C(F)(F)F)C1 (centres undefined) | ?
C[C@H]1CN([C@@H](C)CO)S(=O)(=O)c2ccc(-c3ccccc3)cc2O[C@H]1CN(C)C(=O)C1CCC1 | ?
C[C@H]1CN([C@@H](C)CO)S(=O)(=O)c2ccc(C#Cc3cccnc3)cc2O[C@@H]1CN(C)C(=O)Nc1ccc2c(c1)OCO2 | ?
O=C(NCc1ccc(C(F)(F)F)cc1)c1ccc(-c2ccc(F)c(F)c2)c2ccoc12 | ?
CC(C)C[C@H]1CNC(=O)C(=O)N1C[C@@H]1CCCN1C[C@H](Cc1ccc(O)cc1)N1C[C@H](Cc2ccccc2)N(CC2CCCCCC2)C(=O)C1=O | ?
O=C(CCn1c(=O)c2cccn2c2cccnc21)NCCCN1CCN(c2ccc(F)cc2)CC1 | -19.1%
COc1cc(=O)n2c(c1C(=O)N(C)Cc1ccsc1)CCN(Cc1c(C)nn(C)c1Cl)CC2 | 5.2%
CCCCC(c1nc2ccccc2[nH]1)n1c(-c2ccccc2)nc2cc(C)c(C)cc21 (centres undefined) | 14.6µM*

Four entries from above, with each value named:
CCOc1cc(OCC)cc(C(=O)N2CCC[C@H]2C(=O)N2CCC[C@H]2C(=O)N[C@H](C)c2ccccc2)c1
  DT40 TDP1 CPT: -25.3%
O=C(Nc1ccc(F)cc1)C(CCc1ccccc1)N1CCN(Cc2c(F)cccc2Cl)CC1 (centres undefined)
  DT40 TDP1 CPT: ?
C[C@H]1CN([C@@H](C)CO)S(=O)(=O)c2ccc(C#Cc3cccnc3)cc2O[C@@H]1CN(C)C(=O)Nc1ccc2c(c1)OCO2
  DT40 TDP1 CPT: ?
O=C(NCCNC(=O)c1cccnc1)c1cccnc1
  DT40 TDP1 CPT: 9.0%

The list continues:
SMILES | DT40 TDP1 CPT
CN(C)c1ccc(CNc2nc3ccccc3n2C)cc1 | -21.1%
CCNC(=O)C1CCCN(C(=O)c2ccc(OC(F)F)cc2)CC1 (centres undefined) | -0.2%
COc1ccc(-c2cc(C(=O)NCc3cccc(C(F)(F)F)c3)[nH]n2)c(C)c1 | 25.9µM*
CCc1nc2c(OCc3ccc(C(F)(F)F)cc3)cccn2c1N(C)C(=O)C1CC1 | 23.1µM*
O=C(NCc1ccccc1)c1cc(C2CCCN(C(=O)c3ccc4c(c3)CCO4)C2)on1 (centres undefined) | ?
CN1CCN(C(=O)c2cccc3c(-c4ccc(F)c(F)c4)coc23)CC1 | ?
COC(=O)CCCCC1=CCC2C(=O)C=C(O)C2C1 (centres undefined) | -19.3%
CC(C)COC(=O)N(C)C[C@@H]1OCc2cn(nn2)CCCC(=O)N([C@@H](C)CO)C[C@H]1C | 1.7%
COc1ccc(C=CC(=O)c2ccc(OCc3ccccc3)c(OC)c2)cc1OC | 25.9µM*
CCNC(=O)C1(C)CCN(C(=O)c2ccc(OC)cc2)C1 (centres undefined) | -3.3%
C[C@@H]1CCCCO[C@@H](CN(C)C(=O)C2CCCCC2)[C@@H](C)CN([C@H](C)CO)C(=O)c2cc(NC(=O)NC3CCCCC3)ccc2O1 | 23.1µM*
CC(C)NC(=O)CN1CCN(C(c2cc3ccccc3o2)c2nnnn2C(C)(C)C)CC1 (centres undefined) | -15.1%
COc1ccc(NC(=O)C[C@H]2C(=O)N(C3CCCCC3)C[C@@H]2c2ccc(OC)cc2)cc1 | ?
CCCS(=O)(=O)NC(=O)C1(C)CCCN(C(=O)c2cncc(Br)c2)C1 (centres undefined) | ?
O=C(CC[C@H]1O[C@@H](n2ccc(=O)[nH]c2=O)[C@H](O)[C@@H]1O)NCC(c1ccccc1)c1ccccc1 | -2.7%
O=C(Nc1cc(S(=O)(=O)N2CCOCC2)ccc1N1CCOCC1)c1cccc(Cl)c1 | -20.4%
Cc1ccc(S(=O)(=O)NC(=O)C2(C)CCN2C(=O)Cc2ccc(-c3ccccc3)cc2)cc1 (centres undefined) | 11.6%
NC(Cc1ccccc1)c1csc(Nc2ccc(C(=O)NCCO)cc2)n1 (centres undefined) | ?
Cc1ccc(S(=O)(=O)N(CCCc2c(C)nc(N)[nH]c2=O)Cc2ccc([N+](=O)[O-])cc2)cc1 | ?
CCCNC(=O)C1(C)CCN(C(=O)c2cc(F)ccc2C)C1 (centres undefined) | -11.1%
Cc1ccc2ccccc2c1C(O)c1ncc(-c2ccccc2Cl)[nH]1 (centres undefined) | 25.9µM*
NC(=O)C(NN=C(c1ccccc1)c1ccccc1)c1ccccc1 (centres undefined) | -29.4%
C[C@H]1CN([C@@H](C)CO)S(=O)(=O)c2ccc(Br)cc2O[C@H]1CN(C)C(=O)c1cccc(F)c1 | -7.0%
COc1ccc(NC(=O)c2cc(C3CCCCN3C(=O)c3ccc(NC(C)=O)cc3)on2)c(C)c1 (centres undefined) | -5.7%
CC(C)C[C@@H]1Cc2[nH]c(=S)[nH]c(=O)c2[C@H](CCc2ccccc2)O1 | ?
CC(C)(C)OC(=O)N1CCC[C@@H]1C(=O)N1CCC[C@@H]1C(=O)NCc1ccccc1Cl | -19.2%
O=S1(=O)CC(N2CCN(Cc3ccccc3F)CC2)CN1Cc1cn(Cc2ccccc2)nn1 (centres undefined) | -28.2%

Three entries from above, ordered by count of non-hydrogen atoms, low to high.
SMILES | DT40 TDP1 CPT
CC(C)C[C@@H]1Cc2[nH]c(=S)[nH]c(=O)c2[C@H](CCc2ccccc2)O1 | ?
NC(=O)C(NN=C(c1ccccc1)c1ccccc1)c1ccccc1 (centres undefined) | -29.4%
COc1ccc(-c2cc(C(=O)NCc3cccc(C(F)(F)F)c3)[nH]n2)c(C)c1 | 25.9µM*

A portion of the library; count on the stated rates, not on these rows.
